Screening data from PubChem.
TLR9-MyD88 block – inhibitors of TLR9-MyD88 association in cells, primary screen, cell-based, CHO, BLA complementation, fluorescence. inhibition, % at 4.98 µM. Toll-like receptor 9 (Homo sapiens) + Myeloid differentiation primary response protein …. 0.21% of 340,000 active. AID 504734, 2011. CCF4 FRET ratio;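 active means inhibition above the mean over all tested compounds plus 3 SD, cut at about 21% in these data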;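 further: 0% = DMSO only wells and 100% = clavulanate BLA inhibitor control wells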
SRC2 inh – inhibition of GAL4-SRC2 driven luciferase reporter, primary screen, SRC2 inhibitor project, cell-based, luminescence; Nuclear receptor coactivator 2 (Homo sapiens), Q15596; HEK293 GAL4-SRC2 luciferase reporter; inhibition, % at 9 µM; 0.17% of 370,000 active; AID 651957, 2012;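 active means inhibition above the mean inhibition of all tested compounds plus 3 SD, set per campaign, cut at about 52% in these data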;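 further: 0% = DMSO treated cells and 100% = cells given Gossypol at 36 µM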
ABHD5-PLIN5 inh – ABHD5-PLIN5 interaction inhibitors, primary screen, cell lysate, split luciferase complementation, luminescence; Perilipin-5 (Homo sapiens) + 1-acylglycerol-3-phosphate O-acyltransferase ABHD5 (Homo …; inhibition, % at 4 µM; 0.78% of 360,000 active; Split G. princeps luciferase complementation, 4 h;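 active means inhibition above the mean inhibition across every tested compound plus 3 SD, cut at about 22% in these data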;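 further: 0% = DMSO only wells and the 100% control is not disclosed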
COUP-TFII inh – NR2F2 transcriptional activity inhibitors, primary screen, cell-based, luciferase reporter, HEK293T, luminescence. 0.7% of 370,000 active. COUP transcription factor 2 (Homo sapiens), P24468. HEK293T NGFI-A luciferase reporter. inhibition, % at 8.6 µM;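 active means inhibition above a per-plate cutoff, mean inhibition of test wells between control levels plus 3 SD, cut at about 38% in these data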;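 further: cells cotransfected with COUP-TFII expression vector driving the NGFI-A reporter; 0% = median of COUP-TF2 test wells and 100% = reporter-only cells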
TWEAK Fn14 block – inhibitors of TWEAK-Fn14 signaling, primary screen, luciferase reporter cells, uHTS; TWEAK-stimulated Fn14 reporter cells, luciferase luminescence, 8 h; inhibition, % at 10 µM; 2% of 360,000 active; AID 1159606, 2016; in the data active means inhibition above about 50%
Granule exo inh – LAMP-1 surface exposure blockers, TALL-104 cells – cell-based, flow cytometry, MLPCN library, primary screen; TALL-104 LAMP-1 surface exposure; cells stimulated with thapsigargin and PMA; inhibition, % at 10 µM; 0.66% of 360,000 active; AID 651702, 2012;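 active means inhibition above about 55%, limit read from the data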
NCOA3 inh – SRC3 coactivator transcriptional activity inhibitors, primary screen, cell-based, luminescence | Nuclear receptor coactivator 3 (Homo sapiens), Q9Y6Q9 | HEK293 GAL4-SRC3 luciferase reporter | inhibition, % at 3.6 µM | 0.17% of 360,000 active;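 active means inhibition above a per-campaign cutoff, the mean of all compounds plus 3 SD, cut at about 60% in these data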;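 further: 0% = DMSO-treated cells and 100% = gossypol-treated cells at 36 µM; higher means less SRC3-driven luciferase light from the GAL4 reporter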
NOD2-RIPK2 inh – NOD2-RIPK2 binding disruptors in cells, primary screen, fluorescence, CHO cells, BLA complementation. 0.38% of 360,000 active. CCF4 ratio. Receptor-interacting serine/threonine-protein kinase 2 (Homo sapiens), O43353. inhibition, % at 4.98 µM; in the data active means inhibition above about 21%;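 further: 0% = vehicle only and 100% = reference blocker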
Target sequence (O43353 whole entry, looked up): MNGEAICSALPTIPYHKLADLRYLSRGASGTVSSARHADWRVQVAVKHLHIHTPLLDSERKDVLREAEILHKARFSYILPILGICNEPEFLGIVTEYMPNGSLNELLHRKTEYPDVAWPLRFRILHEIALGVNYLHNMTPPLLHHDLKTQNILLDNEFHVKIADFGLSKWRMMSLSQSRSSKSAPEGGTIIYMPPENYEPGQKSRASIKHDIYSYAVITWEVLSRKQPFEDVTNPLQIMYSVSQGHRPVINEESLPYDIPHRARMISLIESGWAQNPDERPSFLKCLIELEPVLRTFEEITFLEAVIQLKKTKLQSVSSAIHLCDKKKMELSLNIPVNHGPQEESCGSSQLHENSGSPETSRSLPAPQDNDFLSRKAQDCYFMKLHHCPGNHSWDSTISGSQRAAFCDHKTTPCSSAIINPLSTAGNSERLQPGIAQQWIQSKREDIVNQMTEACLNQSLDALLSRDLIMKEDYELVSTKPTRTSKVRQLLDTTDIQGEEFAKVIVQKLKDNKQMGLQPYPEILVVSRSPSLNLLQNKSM
TROY NFkB inh – inhibitors of TROY-driven NF-kB signaling, primary screen, Q293 LMP1-TROYcd cells, NF-kB luciferase, uHTS. Q293 LMP1-TROYcd NF-kB luciferase reporter, 4 h. inhibition, % at 10 µM. 0.98% of 360,000 active;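 active means compounds whose plate-normalised and pattern-corrected inhibition of the luciferase reporter signal at the single screening dose is 50% or more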
NCOA1 inh – SRC1 coactivator transcriptional activity inhibitors, primary screen, cell-based, luminescence; HEK293 GAL4-SRC1 luciferase reporter; inhibition, % at 3.6 µM; 0.12% of 360,000 active; AID 588354, 2011;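 active means inhibition above the campaign mean plus 3 SD, with each screening campaign given its own cutoff, cut at about 60% in these data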;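 further: 0% = DMSO treated cells and 100% = gossypol at 36 µM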
NR5A2 inv ag – LRH-1 (NR5A2) inverse agonists, primary screen, cell-based, luminescence, HEK293T, StAR-luciferase reporter. Nuclear receptor subfamily 5 group A member 2 (Homo sapiens), O00482. LRH-1 transfected, 24 h. 0.13% of 360,000 active. inhibition, % at 3.6 µM. AID 602396, 2012;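 active means inhibition above the mean inhibition of all tested compounds plus 3 SD, cut at about 73% in these data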;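 further: 0% = DMSO wells and 100% = reporter-only cells lacking LRH-1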
Target sequence (O00482 whole entry, looked up): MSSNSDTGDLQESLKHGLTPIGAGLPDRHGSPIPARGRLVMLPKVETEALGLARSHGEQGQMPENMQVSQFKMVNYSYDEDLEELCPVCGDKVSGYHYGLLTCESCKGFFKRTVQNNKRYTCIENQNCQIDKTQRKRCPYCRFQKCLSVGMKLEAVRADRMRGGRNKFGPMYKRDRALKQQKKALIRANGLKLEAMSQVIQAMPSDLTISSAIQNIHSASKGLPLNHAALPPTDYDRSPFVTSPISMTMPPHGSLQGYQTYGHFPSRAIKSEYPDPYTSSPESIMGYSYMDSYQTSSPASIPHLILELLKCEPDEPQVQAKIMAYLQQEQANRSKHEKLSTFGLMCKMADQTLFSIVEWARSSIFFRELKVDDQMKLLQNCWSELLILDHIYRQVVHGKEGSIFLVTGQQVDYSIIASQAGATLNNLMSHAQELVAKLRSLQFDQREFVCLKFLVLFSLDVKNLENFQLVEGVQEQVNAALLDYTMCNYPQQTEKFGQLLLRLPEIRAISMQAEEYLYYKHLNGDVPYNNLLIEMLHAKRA
Starred values were filed as active, the others as inactive; . = not tested or not shown; & = joins results of further samples.

SMILES	TLR9-MyD88 block	SRC2 inh	ABHD5-PLIN5 inh	COUP-TFII inh	TWEAK Fn14 block	Granule exo inh	NCOA3 inh	NOD2-RIPK2 inh	TROY NFkB inh	NCOA1 inh	NR5A2 inv ag
S=C(NCC1COc2ccccc2O1)Nc1ccccc1 (stereo not given)	-5	-20	-3	3	-24	-1	3	-7	-11	-16	3
CC(C)(C)OC(=O)C[C@H]1C/C=C\C[C@@H](CC(=O)N(CCO)Cc2ccccc2)C(=O)NCCOC1=O	-10	14	0	0	7	3	-3	-5	-7	-12	-3
NC(c1csc(Nc2ccc(C(=O)NCCO)cc2)n1)C1CCCCC1 (stereo not given)	.	-20	9	7	-22	4	-16	5	-6	-2	-6
CCN(CC(=O)Nc1ccccc1C(F)(F)F)C(=O)COc1cccc2c1OC(C)(C)C2	5	2	-6	10	13	-1	-8	-10	-16	-11	21
O=C(O)C(Cc1ccccc1)N1C(=O)CCC1=O (stereo not given)	0	-14	-4	-6	-2	2	7	3	1	15	0
Cc1ccc(S(=O)(=O)CCC(=O)OCc2nnc(-c3ccc([N+](=O)[O-])cc3)o2)cc1	-4	21	7	-6	1	-2	-2	-19	3	-7	-7
Cc1ccc(S(=O)(=O)N(Cc2cc3cc4c(cc3[nH]c2=O)OCCO4)CC2CCCO2)cc1 (stereo not given)	5	-12	3	-22	-29	-1	1	7	-16	-1	-1
O=C(COc1ccccc1Br)Nc1ccc(S(=O)(=O)N2CCCC2)cc1	-8	-18	2	7	3	1	21	9	22	2	10
Cn1cnnc1SCC(=O)Nc1ccc(Cl)c(S(=O)(=O)N2CCOCC2)c1	-9	19	-2	0	-5	11	-10	-6	0	6	-13
Cc1cccc(NC(=O)NC(C)CCc2ccccc2)c1 (stereo not given)	3	-12	-3	-2	-14	-4	-24	4	-26	-20	-58
CCC1(CC)C(=O)C(C)(C)C(=O)OC1c1cccs1 (stereo not given)	0	-11	-2	20	-19	-2	2	-2	-4	-3	-2
Nc1ccc2oc(-c3cccc4ccccc34)nc2c1	7	55*	2	37	-1	-3	-18	-1	-11	3	-13
O=C(NNC(=O)c1cccs1)c1ccc(Cl)c([N+](=O)[O-])c1	7	12	4	-2	1	4	-6	-15	-10	-12	9
CCn1c(SCC(=O)Nc2nccs2)nnc1-c1cccnc1	1	-7	2	-1	6	-2	18	0	-21	-15	9
Cc1nn(CC(=O)NCc2ccc(OC(C)C)cc2)c(=O)c2cc(-c3ccccc3)nn12	-2	.	0	.	6	-1	0	1	-4	10	-5
CCCCOc1ccc(C(=O)NCC(=O)NC2CCC(C)CC2)cc1 (stereo not given)	-6	14	-5	-7	-1	-2	4	-8	5	-18	4
Cc1cc([N+](=O)[O-])ccc1NC(=O)CCC(=O)N1CCCC1	-7	10	9	4	1	-1	2	-2	0	-9	-27
CCN(CC(=O)Nc1c(F)cccc1F)C(=O)c1ccc(=O)n(C)n1	0	5	-1	0	9	2	4	-4	16	-6	26
Cc1ccc(OCCCCNC2CCCC(C)C2C)c(C)c1 (stereo not given)	-5	-18	5	-19	1	10	12	6	-4	12	-1
O=C(NCCCN1CCOCC1)C1Nc2ccc(OC(F)(F)F)cc2C2C=CCC12 (stereo not given)	0	-1	3	4	0	-6	3	1	-2	9	-9
CCOC(=O)c1c(C)n(C)c2ccc(OCC(O)CN3C(=O)c4ccccc4S3(=O)=O)cc12 (stereo not given)	7	3	-1	9	-11	-1	-4	-4	10	-14	-9
Cn1cnc2c1c(=O)n(Cc1cccc(Br)c1)c(=O)n2C	1	-2	4	-6	13	-2	11	-10	-10	7	6
CC(C)(C)c1ccc(/C=C2\SC(=O)N(CCNC(=O)c3cccc(S(=O)(=O)N4CCOCC4)c3)C2=O)cc1	1	.	2	.	93*	0	50	-22	84*	40	31
O=C(NC1CCSc2ccccc21)c1c(F)cccc1Cl (stereo not given)	1	12	-3	-3	-5	-4	-6	-4	-4	12	15

Complete entries, looked up by structure. Order of values: TLR9-MyD88 block, SRC2 inh, ABHD5-PLIN5 inh, COUP-TFII inh, TWEAK Fn14 block, Granule exo inh, NCOA3 inh, NOD2-RIPK2 inh, TROY NFkB inh, NCOA1 inh, NR5A2 inv ag
`O=C(NNC(=O)c1cccs1)c1ccc(Cl)c([N+](=O)[O-])c1` reads 7, 12, 4, -2, 1, 4, -6, -15, -10, -12, 9
`O=C(NC1CCSc2ccccc21)c1c(F)cccc1Cl` (stereo not given) reads 1, 12, -3, -3, -5, -4, -6, -4, -4, 12, 15

Remaining list, next part
SMILES	TLR9-MyD88 block	SRC2 inh	ABHD5-PLIN5 inh	COUP-TFII inh	TWEAK Fn14 block	Granule exo inh	NCOA3 inh	NOD2-RIPK2 inh	TROY NFkB inh	NCOA1 inh	NR5A2 inv ag
COC(=O)c1c(C)[nH]c(O)c1C=Nc1ccc(C(C)C)cc1	13	-10	-1	-25	-6	1	-19	-2	7	-19	-10
CCOC(=O)C1=C(C)NC(SCC(=O)Nc2cc(C)on2)=C(C#N)C1c1cccs1 (stereo not given)	-7	21	-2	29	-5	0	-2	-8	1	-12	13
Cc1ccc(NC(=O)COc2nsnc2N2CCOCC2)cc1Cl	3	-16	2	-5	-1	5	-4	-8	0	21	3
CC1(C(=O)NCc2ccccc2Br)CCN1C(=O)CCc1ccc(Cl)cc1Cl (stereo not given)	.	12	-10	3	-12	-4	10	0	20	-15	-2
CC(C)Cc1nc2sc3c(=O)[nH]cnc3c2c2c1CCCC2	8	14	3	-5	2	0	6	1	0	3	4
Cc1ccccc1NC(=S)NNC(=O)c1ccoc1C	2	-60	-6	-57	-23	0	-68	-1	-6	-71	-89
Cc1ccc(CNC(=O)C2CCC(CNc3nc(=S)[nH]c4ccccc34)CC2)cc1 (stereo not given)	-14	-3	0	-9	28	-2	24	-16	14	10	-7
CCOC(=O)c1cccc(NC(=O)CCn2nnc3ccccc32)c1	2	-2	9	-5	0	5	18	-7	-16	0	-6
CCCCN(CC)CCNc1c(N2CCN(C(=O)OCC)CC2)c(=O)c1=O	7	-20	-2	10	-8	0	-7	-12	15	3	-9
CC(Sc1nnc(Cc2cccs2)n1C1CCCCC1)C(=O)NCc1ccco1 (stereo not given)	-7	1	0	13	-27	-2	23	-13	7	3	14
CC(C)Cc1cc(C(=O)N2CCC(N3CCC(C(=O)N4CCOCC4)CC3)CC2)n[nH]1	1	-11	2	24	24	0	-11	-7	-5	-12	10
Cc1ccc(C(c2c(C)nn(-c3ccccc3)c2N)c2c(C)nn(-c3ccccc3)c2N)cc1	7	3	-3	0	14	-1	1	-8	5	7	-3
CCSc1nc(O)cc(=O)[nH]1	9	2	12	5	11	-3	18	-5	3	-13	-11
CCOc1ccc(CCNC(=O)C2CCN(c3nnc(-n4cccc4)s3)CC2)cc1OCC	2	-4	1	-8	-3	4	7	-7	-14	14	-26
C[C@H]1CN=C(N(C)C)N1CCC1CCCC1	-8	-1	6	5	11	0	-9	-6	-2	4	-1
Cn1c(-c2cccc(F)c2)nc2c1c(=O)[nH]c(=O)n2Cc1ccccc1	-3	-11	5	7	44	-5	13	-6	3	-4	1
CCCn1c(C)cc(C)c(C#N)c1=O	-43	-3	-1	7	13	5	6	-20	-1	-13	15
Cc1ccc(S(=O)(=O)N(C)Cc2ccccc2)cc1C(=O)N1CCCCC1	-5	-11	-1	0	-3	-8	-5	-11	16	3	-5
CCn1nnc(NC(=O)Cc2ccc(Cl)cc2)n1	-4	-28	-3	28	-21	1	18	-4	21	-3	-5
COc1ccc(CC(=O)NCC2CCCN(Cc3ccc(OC)cc3F)C2)cc1 (stereo not given)	-4	14	-1	-17	-19	34	2	-2	10	-25	3
NS(=O)(=O)c1ccc(NC(=O)CSc2ccc3ccccc3n2)cc1	-1	-13	2	-6	11	4	-6	-6	1	-5	-6
Cc1ccc(NC(=O)c2nn(C34CC5CC(CC(C5)C3)C4)cc2[N+](=O)[O-])cc1	-4	6	5	-9	-21	-3	-12	-2	-11	-19	13
COc1ccccc1CNC(=O)C(=O)Nc1ccc(C(=O)N2CCC(C)CC2)cc1	-1	18	-5	-3	4	-4	5	-14	1	0	-20
COc1ccc(OC)c(CN2C(=O)c3ccccc3C2c2nnnn2C2CCCC2)c1 (stereo not given)	.	0	-7	7	14	-10	.	-1	-1	.	-17
CCOc1ncccc1C(=O)Nc1ccc(C)cn1	-1	-65	-2	-5	-9	1	7	1	-18	-7	-3
Cc1ccccc1-c1ccc(=O)n(CC(=O)Nc2ccc(C(=O)N3CCCC3)cc2)n1	-1	8	3	0	1	-3	4	-9	9	2	6
COC(=O)CSc1nnc(NC(=O)/C=C\c2ccc3c(c2)OCO3)s1	-7	-7	4	0	-2	3	19	9	-10	-18	-1
Cn1c(SCC(=O)N2c3ccccc3Sc3ccccc32)nnc1-c1ccco1	-7	14	3	18	-2	-4	16	-6	6	-19	8
COc1ccc(NC(=O)Nc2ccc3c(c2)C(=O)N([C@H](C)CO)C[C@H](C)[C@@H](CN(C)C(=O)Nc2ccc(OC)cc2)O3)cc1	-1	-5	6	-19	4	-3	8	-8	1	-5	0
O=S(=O)(NCc1cn2ccsc2n1)c1cccs1	-8	-18	-3	-6	2	3	-11	-5	4	-27	-10
CC(C)(C)c1ccc(S(=O)(=O)N(CCCN2CCOCC2)Cc2cccs2)cc1	3	10&26	14&10	4&1	-2&3	-5&2	-16&17	9&7	-10&6	-12&18	8&-3
O=C(COC(=O)C1CCC1)Nc1ncc(Cl)cc1Cl	14	4	-2	8	6	5	12	-2	8	-9	1
COCCCNC(=S)NCCCNc1nc2cc(C)cc(C)c2cc1C#N	5	-24	-1	2	-5	14	7	-9	-11	-8	0
CC1=C(C#N)C(=O)N(C)C(C)(C)C1	-14	21	2	-5	-21	2	1	0	0	0	1
COC(=O)c1c(C(=O)OC)c(-c2cccc(Cl)c2)n2c1CS(=O)(=O)C2	3	-11	2	20	6	-6	5	-8	16	17	-8
O=C1CN(S(=O)(=O)c2ccc(F)cc2)c2ccccc2N1	-1	3	1	-12	18	2	2	6	-36	7	8
C/C(=N\NC(=O)c1cccc(S(=O)(=O)N2CCCC2)c1)c1cccs1	13	-40	-6	-10	-6	-2	-18	1	1	-16	-4
O=C(C1CCCN(S(=O)(=O)c2ccc(Br)s2)C1)N1CCCCCC1 (stereo not given)	-11	-10	-5	3	-16	0	-8	0	-23	1	3
CCOCCCNC(=O)CCC(=O)NNc1nc2ccccc2c2nc(C)nn12	-7	-10	5	2	-1	-2	1	-13	11	-6	-7
CCc1ccc(NC(=O)CC2S/C(=N/N=C3CCCCCC3)NC2=O)cc1 (stereo not given)	2	9	3	4	-12	6	6	3	10	4	9
CC1(C)CC(NC(=O)c2ccncc2)CC(C)(C)N1O	5	-31	4	7	9	-3	2	-8	10	9	-5

The list is partial; the hit share may differ from the screen's.
